High-throughput results as filed in PubChem BioAssay.
KCNH2 3.1 block: inhibitors of human KCNH2 3.1 potassium channel isoform; U2OS KCNH2 3.1, thallium flux FluxOr; stronger effect = lower value; activity change, % (tested at about 1.8 µM); hit rate 0.95% among 340,000; AID 720553;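 active = maximum activity change below -70%; inconclusive = maximum activity change from -70% to -50%; inactive = maximum activity change above -50%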;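 also: thallium influx rate constant from kinetic fluorescence after stimulation buffer; % is scaled to controls: 0 for no effect and ±100 for the full control effect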
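Virally transduced U2OS (3.1 isoform, 4 h infection in dark at RT) → overnight 37 C → FluxOr + Red40 in HBSS/HEPES, 45 min → stimulation buffer, 2 min kinetic read → rate constant vs DMSO controls.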
Tb PFK inh: blocks T. brucei phosphofructokinase | O15648 | T. brucei PFK, ADP-Glo luminescence | Potency, µM (top dose mostly 57.5 µM), for the others: at the highest dose activity, negative = inhibition, hits mostly inhibitors | hit rate 0.17% among 330,000 | AID 485367;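 also: potency is read from the fitted curve at half-maximal effect; 0% = uninhibited 1x PFK enzyme wells and -100% = no-enzyme wells; nearly all actives have a fitted effect of over 60% in size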
Target sequence (O15648 whole entry, looked up): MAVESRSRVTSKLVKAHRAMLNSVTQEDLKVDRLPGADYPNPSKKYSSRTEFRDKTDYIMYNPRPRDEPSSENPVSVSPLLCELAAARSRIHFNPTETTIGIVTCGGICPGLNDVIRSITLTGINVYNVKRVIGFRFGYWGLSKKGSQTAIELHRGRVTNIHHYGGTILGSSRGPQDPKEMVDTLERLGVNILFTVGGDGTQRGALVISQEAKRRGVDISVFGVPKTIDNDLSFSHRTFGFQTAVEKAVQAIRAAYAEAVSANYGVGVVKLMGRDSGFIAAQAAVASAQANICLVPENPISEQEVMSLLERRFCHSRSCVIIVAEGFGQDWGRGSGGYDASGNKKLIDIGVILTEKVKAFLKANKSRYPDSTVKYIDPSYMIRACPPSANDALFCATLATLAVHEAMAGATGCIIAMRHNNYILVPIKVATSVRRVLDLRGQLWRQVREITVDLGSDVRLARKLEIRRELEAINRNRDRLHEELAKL
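Compounds were pin-transferred as a titration series up to 57 uM into substrate buffer (0.5 mM F6P, 0.1 mM ATP, pH 8.0), then 1.25 nM PFK was added and reactions ran 45 min before ADP-Glo detection.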
FLuc counter: firefly luciferase modulation, counter-screen for miR-21 project; P08659; Potency, µM (highest dose often 57.5 µM), for the others: at the highest dose activity change, negative = inhibition, actives largely listed as inhibitors; purified FLuc, Km substrates, luminescence inhibition; hit rate 6.9% among 360,000;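 also: potency is read from the fitted curve at half-maximal effect; plate controls were vehicle for no effect and reference inhibitor for full effect; nearly all actives have a fitted effect of over 55% in size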
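Purified P. pyralis luciferase, 10 nM final, with Km-level 10 uM D-luciferin and 10 uM ATP in 50 mM Tris acetate pH 7.5, 10 mM Mg acetate, 0.01% Tween-20, 0.05% BSA; 6-point qHTS titration about 60 µM downward; luminescence read.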
Coupling enz: inhibits coupling enzyme system, counter-screen for aldolase hits; activity change, negative = inhibition, % at 58.2 µM, hits read low; hit rate 0.67% among 290,000; coupling enzyme system counterscreen, AmpLite Red fluorescence; AID 2472; in the data active = activity change below about -30%; also: % is scaled to controls: 0 for no effect and ±100 for the full control effect
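Fluorescence at 525 nm excitation and 598 nm emission measured inhibition of the coupled detection system without aldolase. Compounds (at 57.5 uM final) were preincubated 10 min at room temperature with coupling enzyme reagent before a 20 min substrate/AmpLite Red step.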
uPA generation: inhibitors of cell surface uPA generation; cell surface uPA generation assay, qHTS; Potency, µM (top dose mostly 38.3 µM), without a hit: top-dose activity change, negative = inhibition, usual class: inhibitors; hit rate 0.31% among 330,000; AID 540303; active = well fitted inhibition curve with a large enough effect; inconclusive = small, poorly fitted or top-dose-only effect; inactive = no such curve, though single readings can be large or run the other way; tested in mouse RAW 264.7 cells; also: potency is read from the fitted curve at half-maximal effect; % is scaled to controls: 0 for no effect and ±100 for the full control effect; nearly all actives have a fitted effect of over 55% in size
VP16 counter: Gal4-VP16 reporter inhibition counter-screen; AID 2546; hit rate 3.5% among 310,000; Potency, µM (highest dose often 53.6 µM), for inactives: at the highest dose activity, negative = inhibition, most hits filed as inhibitors; Drosophila S2 Gal4-VP16 UAS-luciferase, luminescence, 20 h;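 also: Gal4-VP16 expression switched on by copper sulfate through the metallothionein promoter; potency is read from the fitted curve at half-maximal effect; % is scaled to controls: 0 for no effect and ±100 for the full control effect; nearly all actives have a fitted effect of over 50% in size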
Giardia killer: Giardia lamblia killing. Giardia lamblia trophozoite viability. activity change, % at 7.66 µM, hits read low. hit rate 0.15% among 340,000; in the data active = activity change below about -80%; inconclusive = between about -30% and that limit;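 also: parasites exposed to compound for two days anaerobically before the ATP read; % is scaled to controls: 0 for no effect and ±100 for the full control effect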
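Viability, read as ATP luminescence: trophozoites at 100 cells/well, compound added, 48 hrs anaerobic at 37 deg C, then 15-30 min room-temperature development before reading.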
ELG1 genotox: genotoxicity induction in ELG1-luciferase HEK293T cells; HEK293T ELG1-luciferase reporter, luminescence, 16 h; Potency, µM (highest dose often 46 µM), for inactives: at the top dose activity change, positive = activation, hits mostly activators; hit rate 1.3% among 330,000; AID 504466; also: potency is read from the fitted curve at half-maximal effect; % of control where 0% means no effect; nearly all actives have a fitted effect of over 60% in size
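After overnight (16 hr) compound treatment at 37 °C, ELG1-luciferase HEK293T cells were lysed with ONE-Glo; luminescence quantified 30 min later at room temperature.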
NPC1 promoter act: activates the NPC1 promoter; Huh7 NPC1 promoter luciferase reporter, 24 h; AID 485313; hit rate 2.4% among 320,000; Potency, µM (highest dose often 9.22 µM), for the others: at the highest dose activation, actives largely listed as activators;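 also: potency is read from the fitted curve at half-maximal effect; % of control where 0% means no effect; nearly all actives have a fitted effect of over 60% in size; reporter is driven by a mutant NPC1 promoter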
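Huh7 cells stably carrying NPC1 promoter–luciferase, plated in Opti-MEM with 10% FBS for 2 h, were exposed to compound in DMSO for 24 h at 37 °C; luciferase reagent was added for 10 min and luminescence read.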
RORgamma inh: ROR gamma (mouse) transcription inhibition; P51450; Drosophila S2 Gal4-RORgamma UAS-luciferase reporter, 20 h; Potency, µM (series often up to 53.6 µM), without a hit: at the top dose activity change, negative = inhibition, most hits filed as inhibitors; hit rate 5.4% among 310,000; AID 2551; also: potency is read from the fitted curve at half-maximal effect; % is scaled to controls: 0 for no effect and ±100 for the full control effect; nearly all actives have a fitted effect of over 60% in size
Target sequence (P51450 whole entry, looked up, the tested form may be a part): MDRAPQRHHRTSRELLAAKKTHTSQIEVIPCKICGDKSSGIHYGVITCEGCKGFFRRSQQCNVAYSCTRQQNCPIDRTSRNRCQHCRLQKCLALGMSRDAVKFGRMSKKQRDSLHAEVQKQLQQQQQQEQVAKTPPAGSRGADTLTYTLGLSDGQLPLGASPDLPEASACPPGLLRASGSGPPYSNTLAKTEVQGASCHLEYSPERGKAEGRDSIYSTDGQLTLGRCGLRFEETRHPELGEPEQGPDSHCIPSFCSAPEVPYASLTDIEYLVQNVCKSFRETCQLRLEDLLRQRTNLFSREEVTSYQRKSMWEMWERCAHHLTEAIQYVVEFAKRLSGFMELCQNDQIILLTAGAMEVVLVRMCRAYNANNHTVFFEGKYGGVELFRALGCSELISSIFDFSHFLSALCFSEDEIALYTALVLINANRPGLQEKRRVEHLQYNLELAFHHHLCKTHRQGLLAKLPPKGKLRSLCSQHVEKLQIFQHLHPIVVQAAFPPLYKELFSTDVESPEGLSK
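Read-out: Photinus luciferase luminescence; inhibitors lower reporter signal. Insect Schneider cells with Gal4-ROR gamma fusion under metallothionein promoter, UAS reporter; 700 uM final copper sulfate induction, 20 hr, ambient temperature.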
Rab9 promoter act: activators of Rab9 promoter | Huh7 Rab9 promoter-luciferase reporter, luminescence, 24 h | Potency, µM (top dose mostly 9.22 µM), inactives show top-dose activation, negative = inhibition, most hits filed as activators | hit rate 2.8% among 320,000 | AID 485297; also: potency is read from the fitted curve at half-maximal effect; % of control where 0% means no effect; nearly all actives have a fitted effect of over 60% in size
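Huh7 cells stably carrying Rab9 promoter–luciferase reporter, plated 1500 cells/well, compound added after 2 h and incubated 24 h at 37 °C; luciferase luminescence then read after 10 min with detection reagent.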
* hit, by the source's call; ? = inconclusive; . = no result given; [ ] = dose if it differs, or a comment. Unless noted, calls follow the shape of the dose curve; as a rule, active = well fitted curve in the direction sought with a large enough effect; inconclusive = small, poorly fitted or top-dose-only effect, or another doubt; inactive = no such curve, though single readings can be large; an effect the other way counts as inactive or inconclusive.

Value order: KCNH2 3.1 block	Tb PFK inh	FLuc counter	Coupling enz	uPA generation	VP16 counter	Giardia killer	ELG1 genotox	NPC1 promoter act	RORgamma inh	Rab9 promoter act
#1 COc1ccc(OC)c(C2C(C(C)=O)=C(C)Nc3ncnn32)c1 (centres undefined)
→ -4.2	1.4%	2.4%	-1.1	3.0%	-1.6%	26.7	4.3%	5.4%	2.2%	-3.0%
#2 Cn1cc([N+](=O)[O-])c(C(=O)Nc2ccc3nc(-c4ccccc4)[nH]c3c2)n1
→ -4.1	1.4%	4.78µM*	-10.2	-9.0%	?	3.3	?	3.16µM*	18.5%	?
#3 Cc1ccc(C(=O)c2c3ccc([N+](=O)[O-])cc3[n+]([O-])n2CCCN)cc1
→ -10.4	-9.6%	?	.	0.631µM*	.	?	?	-3.1%	.	1.5%
#4 Cc1cccc(OCc2nnc(SC(C)C(=O)O)n2Cc2ccccc2)c1 (centres undefined)
→ 0.8	-8.4%	-4.1%	14.7	-0.2%	2.7%	22.1	-0.5%	-4.1%	-4.4%	-7.4%
#5 CC1CCN(S(=O)(=O)c2ccc(Br)s2)CC1
→ -1.1	-5.3%	0.5%	3.7	0.0%	4.4%	5.7	0.0%	1.5%	0.3%	2.8%
#6 O=C(CN1CCOCC1)Nc1scc2c1c(=O)oc1ccccc12
→ -0.7	-4.8%	-7.6%	-1.8	1.1%	-3.5%	-13.9	-4.7%	-0.9%	27.0%	-4.2%
#7 O=C(O)c1cc(-c2ccc(/C=N/N3C(=O)C4C5C=CC(CC5)C4C3=O)o2)ccc1Cl (centres undefined)
→ -2.9	-3.8%	19µM*	-1.7	1.3%	-2.6%	-10.9	3.4%	0.9%	0.0%	1.1%
#8 Cc1ccsc1-c1nc(C(N)=O)c2[nH]c(=O)n(-c3ccc(Cl)cc3)c2n1
→ 6.6	2.9%	-0.9%	0.7	13.2%	-2.6%	7.7	5.9%	-13.2%	5.4%	-7.4%
#9 Cc1nn(-c2ccccc2)c(N2CCCC2)c1/C=N/Nc1ccc(S(N)(=O)=O)cc1[N+](=O)[O-]
→ 14.7	-5.1%	-4.9%	-0.7	1.5%	?	-1.7	-3.3%	-2.7%	-15.8%	-1.3%
#10 Cc1ccc(C(=O)N/C(=C\c2ccco2)C(=O)NCC2CCCO2)cc1C (centres undefined)
→ 1.7	-3.4%	?	-10.1	-2.2%	9.3%	-13.7	0.1%	5.9%	-23.7%	-0.2%
#11 CCOc1ccc(NC(=O)c2ccc(CNc3c(N4CCCC4)c(=O)c3=O)cc2)cc1
→ -10.0	1.5%	13.5µM*	-11.3	-19.1%	2.1%	6.4	4.1%	-3.5%	-0.8%	6.4%
#12 COc1cccc(NC(=O)CCN2CCN(C)CC2)c1
→ -4.9	2.3%	-0.1%	-0.9	-4.3%	7.8%	-6.4	-1.7%	-5.5%	7.7%	-3.3%
#13 Cc1c(NC(=O)c2cc(=O)[nH]c3ccccc23)c(=O)n(-c2ccccc2)n1C
→ -13.8	-2.4%	4.6%	0.4	.	2.6%	-9.2	-7.6%	-0.2%	22.9%	10.4%
#14 O=C1CC(c2ccccc2)c2cc(O)ccc2O1 (centres undefined)
→ 12.4	18.7%	?	0.2	-2.2%	-15.2%	-11.7	-0.6%	-3.6%	11.2µM*	-4.4%
#15 CCOc1ccc(CCNC(=O)COC(=O)c2cc(OC)cc(OC)c2)cc1OCC
→ -8.5	10.0%	3.0%	-1.0	-2.3%	2.5%	-11.9	-9.3%	-8.9%	4.4%	-4.5%
#16 CCOc1cc(N2CCOCC2)c(OCC)cc1NC(=O)c1c(-c2ccccc2Cl)noc1C
→ 6.8	-0.4%	-2.7%	-7.6	3.2%	4.3%	-8.0	-12.8%	0.2%	-18.0%	-6.8%
#17 CCN(CC)S(=O)(=O)c1ccc2c(c1)N(CC(=O)N(CCc1ccncc1)C(C)C)C(=O)CO2
→ 27.7	-5.0%	1.0%	1.6	-11.2%	-10.7%	13.1	0.0%	0.0%	-22.1%	-7.2%
#18 O=C(O)c1sccc1Oc1ccc(NS(=O)(=O)c2ccc(Cl)cc2)cc1
→ -22.5	0.0%	0.1%	10.6	-13.5%	-5.7%	-5.0	-1.3%	-0.4%	-4.0%	1.3%
#19 Cc1ccccc1CNC(=O)CCc1ccccc1
→ -3.4	-1.7%	-1.8%	0.8	1.8%	-12.3%[10 µM]	12.8	-0.5%	2.0%	27.6%	1.4%
#20 Oc1ccc(/C=N/N2CCN(C3c4ccccc4-c4ccccc43)CC2)cc1
→ 1.0	29.7%	-3.0%	14.7	-0.9%	18.3%	14.0	-4.0%	1.0%	-0.9%	13.4%
#21 CC(=O)c1c(C)[nH]c(C(=O)CSc2nnc3ccccn23)c1C
→ 0.1	-1.1%	?	0.3	7.9%	2.1%	-3.0	10.6%	19.8%	32.7%	23.8%
#22 Cc1ccc2[nH]c(=O)c(CN(CCCN3CCOCC3)C(=O)Nc3cccc(Cl)c3)cc2c1
→ -1.0	0.3%	-0.5%	0.7	-5.0%	?	4.7	-5.3%	-2.8%	23.6%	1.1%
#23 CCCN1CCN(CCCNC(=S)Nc2ccc3nc(N4CCN(CC)CC4)cc(C)c3c2)CC1
→ 0.4	-2.7%	-1.0%	-0.9	7.1%	2.8%	-22.5	8.6%	-0.2%	1.0%	-1.5%
#24 COC(=O)c1c(C)[nH]c(-c2csc(N)n2)c1C
→ 16.9	-2.8%	?	-3.1	-9.3%	-14.5%	-10.4	?	-5.2%	17.7%	2.7%
#25 Cc1cc(N2CCCCC2)nc2ccccc12
→ -7.3	1.1%	?	-1.0	-1.2%	?	-6.6	1.5%	-2.3%	23.0%	-1.4%
#26 CCOC(=O)c1sc(=S)sc1SCc1cccc(C(F)(F)F)c1
→ -3.3	5.6%	-2.0%	-6.6	2.4%	6.6%	3.9	-3.6%	-0.2%	?	-4.6%
#27 O=C(Nc1ccccc1)N1CCCN(c2ccc(C(F)(F)F)cc2[N+](=O)[O-])CC1
→ 7.1	1.2%	2.6%	-0.2	-3.4%	?	-19.1	-7.6%	-2.5%	?	1.2%
#28 COc1ccc(OCC(=O)NNC(=O)c2ccc(-c3ccccc3)cc2)cc1
→ -15.9	-2.5%	3.1%	1.2	-6.1%	-1.7%	3.8	7.0%	2.8%	-11.6%	3.0%
#29 Cc1ccc(Cl)c(OCC(=O)OC(C)C(=O)NC2CC2)c1 (centres undefined)
→ 0.0	-1.1%	5.5%	.	0.4%	.	-9.8	-1.4%	-3.3%	.	-4.0%
#30 Cc1cc(C)nc(NC(=O)C(c2ccccc2)c2ccccc2)c1
→ -18.5	-0.6%	0.5%	-0.6	-10.3%	13.7%	-16.8	-6.2%	-1.6%	29.7%	-3.3%
#31 Cc1oc(CC(C)C)cc1C(=O)Nc1ccc(C(=O)O)cc1
→ -1.9	4.2%	12µM*	3.3	.	20.1%	-5.9	-41.0%[inhibitor]	?	40.2%	21.1%
#32 CNC(=S)N/N=C/c1c(Cl)cccc1Cl
→ 7.1	-4.0%	4.1%	2.8	-13.3%	6.31µM*	8.8	0.7%	-3.3%	3.16µM*	1.5%
#33 NCCCC[C@@H](C(=O)NCCCCCCCCCCC(=O)N1CCNCC1)n1cc(CCO)nn1
→ 14.8	-4.5%	-2.0%	.	8.1%	.	7.8	2.1%	-0.8%	.	1.2%
#34 O=C(NCCCn1ccnc1)C(=O)NCc1ccccc1
→ 7.3	1.3%	2.9%	1.6	1.3%	-1.4%	-3.5	-0.1%	-2.8%	-2.6%	-3.2%
#35 O=C(CCC(=O)c1cccs1)OCC(=O)N1CCN(S(=O)(=O)c2ccccc2)CC1
→ -4.2	-3.0%	-0.4%	3.5	-0.3%	-1.1%	-0.1	-1.6%	-4.2%	0.2%	-3.7%
#36 Cc1ccc(NC(=O)C2=CCN(S(=O)(=O)c3ccc(F)cc3)CC2)cc1
→ -6.3	0.1%	-5.1%	-1.6	-8.0%	-6.0%	-21.8	0.1%	-3.0%	32.6%	-3.8%
#37 O=C(Nc1cc(S(=O)(=O)N2CCCCC2)ccc1N1CCOCC1)c1cc(=O)[nH]c2ccccc12
→ -7.2	-2.0%	0.0%	9.9	15.2%	-1.5%	15.4	-2.4%	1.2%	16.0%	-0.6%

Hits appear at their usual frequency, and some 14% of all compounds hit somewhere here.
